MT1-MMP act inh – blockers of MT1-MMP proenzyme processing, primary screen, HT1080 RFP-PRO-GFP cells, GFP/RFP fluorescence. 0.061% of 360,000 active. GFP/RFP ratio fluorescence, overnight; percent of plate control window, DMSO zero. AID 651647, 2012. Matrix metalloproteinase-14 (Homo sapiens), P50281. GFP/RFP ratio change, % at 20 µM;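 active means GFP/RFP ratio change of at least 30% with cell ATP level not reduced by more than half and red fluorescence within 50% of control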; further: strong numbers were not always called active
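Material: RFP-PRO-GFP reporter HT1080 cells. Dosing: single-point 20 µM compound, 1% DMSO. Controls: DMSO and RFP-L50D-GFP cell wells. Timing: cells overnight before dosing, compound overnight, 37 °C, 5% CO2. Measure: GFP/RFP fluorescence ratio.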
TbMetRS inhib – T. brucei MetRS inhibitors, primary screen, biochemical, luminescence | methionyl-tRNA synthetase (Trypanosoma brucei brucei) | purified T. brucei MetRS, ATP depletion, Kinase-Glo luminescence | inhibition, % at 11.9 µM | 0.4% of 360,000 active | AID 624268, 2012;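 active means inhibition above a per-plate cutoff of the control wells' mean inhibition plus 3 SD, cut at about 5.5% in these data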;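 further: 0% = DMSO wells median and 100% = median of wells with control inhibitor compound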
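Assay system: T. brucei methionyl-tRNA synthetase, purified | Medium: HEPES buffer with MgCl2, KCl, DTT, spermine, BSA, pyrophosphatase | Compound: 11.9 µM single point | Incubation: 15 min enzyme-compound preincubation, 2 h reaction, 10 min detection, 25 °C | Measured by: Kinase-Glo luciferase luminescence reporting remaining unconsumed ATP | Measure: % inhibition normalized to control-well medians | Replication: Singlicate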
FAS TE block – FAS thioesterase domain inhibitors, primary screen, biochemical, fluorescence intensity, uHTS; AID 602261, 2012; recombinant FAS-TE, OMFH fluorogenic substrate, fluorescence endpoint; 0.67% of 360,000 active; inhibition, % at 15 µM; Fatty acid synthase (Homo sapiens), P49327;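 active means compounds whose normalised, plate-corrected inhibition of enzyme fluorescence in the single-dose primary screen is 50% or more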;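 further: 0% = DMSO with enzyme and 100% = substrate without enzyme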
SKN-1 block – suppressors of acrylamide-induced Pgst-4::GFP reporter in worms, primary screen, SKN-1 inhibitor project, whole organism, uHTS, GFP/RFP fluorescence ratio, strain VP596 | C. elegans VP596 Pgst-4::GFP/RFP ratio, 24 h | inhibition, % at 21.8 µM | 0.49% of 360,000 active | AID 624304, 2012;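 active means interference check ratio from 0.5 to 1.5 plus GFP to RFP signal ratio inhibition reaching or exceeding a fixed threshold, cut at about 30% in these data, passing the limit was not always enough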; further: some compounds called inactive have numbers as strong as hits
MLLE-PAM2 inh – inhibitors of PABP1 MLLE–PAM2 peptide binding, primary screen, biochemical, fluorescence polarization, FITC-PAM2, GST-MLLE | Polyadenylate-binding protein 1 (Homo sapiens), P11940 | inhibition, % at 20 µM | 0.36% of 360,000 active | AID 588489, 2011; in the data active means inhibition above about 35%, passing the limit was not always enough;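 further: plate controls were DMSO wells with GST-MLLE for no effect and wells lacking GST-MLLE protein for full effect; some results filed as inactive read as strong as hits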
MsrA inh – bovine MsrA enzyme inhibitors, primary screen, biochemical, absorbance, HTS; Methionine sulfoxide reductase A (Bos taurus); purified bovine MsrA, absorbance read-out; inhibition, % at 15.5 µM; 0.75% of 360,000 active; AID 651718, 2012; in the data active means inhibition above about 4.5%;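 further: 0% = vehicle wells with enzyme and 100% = reference inhibitor wells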
CendR NRP1 mod – modulators of CendR peptide binding to NRP-1, primary screen, biochemical, fluorescence polarization, uHTS. inhibition, % at 25 µM. 0.85% of 360,000 active. Neuropilin-1 (Homo sapiens), O14786. FAM-RPARPAR peptide binding to NRP-1;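 active means inhibition or corrected inhibition above about 18%, plus a signal ratio from 0.5 to 1.5, limit read from the data, passing the limit was not always enough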; further: strong numbers were not always called active
Target sequence (O14786 whole entry, looked up): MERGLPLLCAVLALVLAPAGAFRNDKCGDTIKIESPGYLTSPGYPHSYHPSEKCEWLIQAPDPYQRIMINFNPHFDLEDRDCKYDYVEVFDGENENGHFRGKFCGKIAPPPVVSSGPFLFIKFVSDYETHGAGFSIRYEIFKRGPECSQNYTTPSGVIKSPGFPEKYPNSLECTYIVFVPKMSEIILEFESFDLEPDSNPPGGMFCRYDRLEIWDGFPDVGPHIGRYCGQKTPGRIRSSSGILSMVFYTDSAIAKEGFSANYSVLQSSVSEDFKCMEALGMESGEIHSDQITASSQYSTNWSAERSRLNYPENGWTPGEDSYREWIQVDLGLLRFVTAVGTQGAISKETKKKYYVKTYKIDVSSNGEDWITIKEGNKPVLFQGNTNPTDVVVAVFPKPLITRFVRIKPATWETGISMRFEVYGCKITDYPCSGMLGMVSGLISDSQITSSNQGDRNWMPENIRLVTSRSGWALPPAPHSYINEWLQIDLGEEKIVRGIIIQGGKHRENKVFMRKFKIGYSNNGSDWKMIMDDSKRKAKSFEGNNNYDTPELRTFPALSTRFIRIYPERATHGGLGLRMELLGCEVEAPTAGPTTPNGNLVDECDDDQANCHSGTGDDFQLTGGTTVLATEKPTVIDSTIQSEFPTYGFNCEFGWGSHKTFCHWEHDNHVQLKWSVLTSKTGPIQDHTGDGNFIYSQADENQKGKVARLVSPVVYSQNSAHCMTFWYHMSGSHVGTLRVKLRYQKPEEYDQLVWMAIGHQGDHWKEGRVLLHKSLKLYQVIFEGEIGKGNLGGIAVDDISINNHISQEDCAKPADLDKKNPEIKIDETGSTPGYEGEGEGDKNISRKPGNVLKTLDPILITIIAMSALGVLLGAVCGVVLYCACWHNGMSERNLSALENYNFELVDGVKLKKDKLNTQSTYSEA
E coli Lon inh – inhibitors of E. coli Lon protease, primary screen, biochemical, fluorescence polarization. purified E. coli Lon protease. 0.42% of 360,000 active. inhibition, % at 7.94 µM; in the data active means inhibition above about 13%, passing the limit was not always enough;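 further: 0% = enzyme with probe and DMSO and 100% = no enzyme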
bovine MsrA act – bovine MsrA enzyme activators, primary screen, biochemical, absorbance, HTS | Methionine sulfoxide reductase A (Bos taurus) | purified bovine MsrA, absorbance read-out | activation, % at 10.6 µM | 0.3% of 360,000 active | AID 602163, 2012; in the data active means activation above about 7.5%;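 further: 0% = vehicle and 100% = reference activator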
* = called active by the depositor; · = not tested or not shown.

SMILES	MT1-MMP act inh	TbMetRS inhib	FAS TE block	SKN-1 block	MLLE-PAM2 inh	MsrA inh	CendR NRP1 mod	E coli Lon inh	bovine MsrA act
COc1cc2nc(CN(C)Cc3ccc(Cl)cc3)[nH]c(=O)c2cc1OC	2	0.0	-6	1	-3	-0.8	9	-4	-2
Cc1c(C)c2ccc(OCC(=O)NCCc3c[nH]c4ccccc34)cc2oc1=O	4	-0.5	11	8	2	1.3	-5	4	0
CCCN(C(=O)COC(=O)CNC(=O)c1ccc2ccccc2c1)c1c(N)n(Cc2ccccc2)c(=O)[nH]c1=O	-3	-0.5	-4	-3	-9	-0.9	3	-1	1
CC(C)[N+](C)(C)CC#CC(O)(c1ccccc1)c1ccccc1	2	-0.1	-5	2	-150	0.5	10	-4	-2
C=CCN(C(=O)c1csnn1)C(C(=O)NCc1ccccc1)c1c(F)cccc1Cl (stereo not given)	-2	0.2	1	1	19	-0.8	27*	-4	-1
COc1ccc(Cn2c(CCC(=O)O)nc3cccnc32)cc1	4	-0.6	-11	-4	-2	0.4	7	-8	-3
CC(Sc1ccc(Cl)cc1)C(=O)NCC(c1ccco1)N1CCCCC1 (stereo not given)	3	-0.4	1	15	7	-1.2	6	2	-2
COc1cc(OC)c2cc(C(=O)N/N=C/c3ccccc3O)[nH]c2c1	-2	-0.3	5	13	14	1.2	9	6	-2
COC(=O)C[C@H]1c2cc(C(F)(F)F)ccc2S(=O)(=O)N1c1ccc(N(C)C)cc1	4	0.0	0	10	1	-0.4	22	-8	-5
CN(C)c1nc(Oc2ccc(=O)n(C)n2)nc(N2CCOCC2)n1	3	-1.1	-10	2	0	0.7	2	-4	-1
CC(C)Oc1cc(F)ccc1-c1cc(C(=O)Nc2ccc(C(C)C)cc2)[nH]n1	-13	0.2	18	-3	6	0.4	-6	9	0
CCSC1=NCCN1C(=O)c1c(-c2ccccc2Cl)noc1C	-4	-0.7	-1	-4	3	0.0	-1	-2	-7
COc1ccc(NC(=O)N(C)C[C@H]2Oc3ccc(NC(=O)Nc4ccc5c(c4)OCO5)cc3C(=O)N([C@H](C)CO)C[C@@H]2C)cc1	-1	-0.2	-5	0	10	0.4	12	-2	-1
COC(=O)NCCOc1cc(C)ccc1C	5	-1.3	-5	7	-7	-0.8	14	2	-3
CCn1c(N2CCC(Cc3ccccc3)CC2)nc2c1c(=O)[nH]c(=O)n2C	0	-0.8	-105	-5	-1	0.9	-1	-2	0
CC1(C)OC(=O)C=C[C@]2(C)[C@H]3CC[C@@]4(C)[C@H](C(=O)O)OC(=O)[C@H]5O[C@]54[C@]3(C)C(=O)C[C@@H]12	3	-0.1	-4	-3	-16	0.3	22*	0	-3
CCc1ccc(-n2c(SCC(=O)Nc3cc(C)[nH]n3)nc3[nH]ncc3c2=O)cc1	0	-0.3	-20	39*	3	-0.8	18	5	3
Cn1c(=O)c(C(=O)CN2CCCCCC2)c(N)n(Cc2ccccc2)c1=O	-3	-0.5	-1	-3	-3	0.4	-10	5	-7
O=C(CN(Cc1ccccc1)C(=O)c1csnn1)NCCc1ccccc1	0	-0.2	-2	3	28	0.8	-3	1	-1
COc1cccc(C=NNC(=O)CCCC(=O)NN=Cc2cccc(OC)c2)c1	4	-0.3	-4	-3	-2	0.3	11	-10	-3
COc1ccccc1-c1oc2ccccc2c1C#CCCO	1	-0.2	13	4	-1	0.2	-7	-10	-3
O=C(Cc1ccccc1)Nc1ccccc1N1CCCC1	1	0.2	1	6	1	1.1	-2	-1	-2
CN(C)c1ccc(NC(=O)CN2CCC(C(=O)c3ccc(F)cc3)CC2)cc1	-1	-0.6	-4	1	-1	·	-9	1	-1
CC(OC(=O)c1cccnc1)C(=O)NCc1ccc2c(c1)OCO2 (stereo not given)	-1	-0.9	-4	7	9	0.8	1	-7	-5
CCN(CC(=O)Nc1c(F)cccc1F)C(=O)C1CCCO1 (stereo not given)	2	0.1	-4	-7	6	0.4	9	-8	-2

Single entries from above:
Result of `CN(C)c1nc(Oc2ccc(=O)n(C)n2)nc(N2CCOCC2)n1` in bovine MsrA act: -1
Result of `COc1cc(OC)c2cc(C(=O)N/N=C/c3ccccc3O)[nH]c2c1` in E coli Lon inh: 6

The results go on.
SMILES	MT1-MMP act inh	TbMetRS inhib	FAS TE block	SKN-1 block	MLLE-PAM2 inh	MsrA inh	CendR NRP1 mod	E coli Lon inh	bovine MsrA act
CC1(C(=O)NS(=O)(=O)c2cccc(Cl)c2)CCN1C(=O)C1(c2ccc(Cl)cc2)CC1 (stereo not given)	2	-0.2	-4	-3	-4	-0.1	-6	-8	1
Cc1cccc(N=Nc2cnc(N)s2)c1	3	0.6	-16	3	-33	1.1	-8	-3	-2
CCc1ccc2c(COC(=O)C3CSC4(C)CCC(=O)N34)cc(=O)oc2c1 (stereo not given)	0	-0.2	2	9	11	3.1	8	6	-7
C=CCn1c(COc2cccc3ccc(C)nc23)nnc1SCC(=O)O	-1	-1.1	-4	13	-27	1.0	-3	5	-7
O=C(CN1C(=O)NC2(CCCC2)C1=O)Nc1ccccc1C(F)(F)F	1	-0.3	-5	2	11	-0.1	15	-3	-1
Cc1[nH]n(-c2ccccc2)c(=O)c1C(C[N+](=O)[O-])c1ccccc1Cl (stereo not given)	2	-0.6	-2	1	34	0.0	31*	4	1
Oc1ccccc1C1=Nc2ncnn2C(c2ccc(F)cc2)C1 (stereo not given)	-1	-0.8	1	18	1	3.3	1	7	-6
Cc1ccc(NC(=O)C2CCCN(S(=O)(=O)c3c(C)noc3C)C2)c(C)c1 (stereo not given)	-4	0.0	-1	24	-6	-1.2	12	6	-1
CSc1ccc(C(=O)C2CCCN(Cc3ccc(N4CCNC4=O)cc3)C2)cc1 (stereo not given)	7	-0.3	-7	0	11	2.6	-4	3	0
Cc1ccc(S(=O)(=O)Oc2ccccc2/C=N/Nc2ccc(C(=O)O)cc2)cc1	-1	0.1	3	-4	-6	4.1	-4	7	-9
Nc1cc(S(=O)(=O)Nc2ccc(Br)cc2)ccc1Cl	3	0.7	10	8	-14	-0.7	17	-5	-1
O=C(NCc1ccc(OC(F)(F)F)cc1)c1cccc2c1C(=O)c1ccc(N3CCCCC3)cc1S2(=O)=O	-105	-0.1	-128	50	105	0.1	143	-3	-1
COc1cccc(NC(=S)N2CCC(c3ccc(C)cc3)C2)c1 (stereo not given)	0	-0.7	11	0	-138	1.6	8	-3	-6
COc1ccccc1-n1c(=O)c(C#N)c(-c2ccc([N+](=O)[O-])cc2)c2cc(C(=O)c3cc(F)ccc3O)cnc21	1	-0.9	0	-3	6	1.0	2	-4	-4
O=C1C=C(c2cccs2)CC(c2cccs2)C1n1cnc([N+](=O)[O-])c1 (stereo not given)	-1	0.2	1	-9	8	4.0	-6	3	-8
CC1CC(C)(C)N(C(=O)CN2C(=O)c3ccccc3C2=O)c2ccccc21 (stereo not given)	0	-0.1	24	13	0	-0.2	1	2	-1
CCOC(=O)N1CCN(Cc2nc3cc(NC(=O)CC(C)C)ccc3n2C)CC1	-1	-0.6	-13	0	-9	-1.5	4	-3	0
Cn1cc(CNCc2ccccc2OCC(O)CN2CCc3ccccc3C2)cn1 (stereo not given)	5	-0.1	-1	0	11	0.6	4	-4	-3
Cc1cc(C(=O)N2CCN(Cc3ccccc3)CC2)on1	-3	-0.5	-7	18	9	-0.6	-8	1	-2
Cc1ccccc1C(=O)NC1CCCN(Cc2ccccc2F)C1 (stereo not given)	2	0.1	-3	10	5	-0.6	11	-1	-2
Cc1ccc(N2CC(C(=O)Nc3nccs3)CC2=O)cc1Cl (stereo not given)	-1	-0.1	4	13	17	-0.7	-1	4	2
CSCCC(NC(=O)COc1ccccc1)C(=O)OC(C)C(=O)Nc1ccccc1C (stereo not given)	3	-0.7	-2	-15	-3	-1.4	6	-8	-4
CN1COc2ccc3ccccc3c2C1	-4	-0.4	-11	4	-7	-0.5	7	-2	-5
CC(C)OCCCN1CN(S(=O)(=O)c2ccccc2)c2nc3ccccc3nc21	0	-0.2	-5	6	-3	0.5	-11	3	-2
CC(=O)C1=C(C)N(Cc2ccccc2)C(=O)N[C@H]1CCc1ccccc1	2	-0.6	-14	9	11	0.3	8	-4	-1
SMILES	MT1-MMP act inh	TbMetRS inhib	FAS TE block	SKN-1 block	MLLE-PAM2 inh	MsrA inh	CendR NRP1 mod	E coli Lon inh	bovine MsrA act
COC(=O)Nc1ccc2c(c1)N(C(=O)CCN(C)C)c1ccccc1CC2	-3	0.9	-4	1	-4	-0.5	4	-2	-6
CSc1ccc(S(=O)(=O)NCCOc2ccccc2C)cc1	3	-0.5	9	-4	4	-0.5	-12	-2	-2
COc1cccc(-c2c(C(=O)N/N=C/c3ccoc3)nnn2-c2nonc2N)c1	-1	-0.6	-3	3	1	0.9	6	4	-6
CC1CCCCC12NC(=O)N(CC(=O)OCC(=O)NCc1ccc(F)cc1)C2=O (stereo not given)	-2	0.2	-3	-11	-4	0.7	6	-21	-1
Cc1cc(C)cc(NC(=S)N2CCN(Cc3ccccc3)CC2)c1	1	-0.6	2	4	-110	1.0	12	2	-1
CCCc1nnc(NC(=O)CN2C(=O)c3ccccc3S2(=O)=O)s1	5	-0.6	-5	8	24	0.0	2	4	1
Cc1ccc(CNCc2cc(Cl)ccc2O)cc1	0	-0.3	-6	10	-3	-0.8	10	3	-2
Cc1ccc(NC(=O)Nc2ncnc3nc[nH]c23)cc1	0	-0.8	-22	-4	9	1.5	11	5	-3
Cn1cc(CC(=O)NCCCN2CCCC2=O)c2ccccc21	3	-0.8	-9	0	-1	-0.7	-2	2	-6
COc1ccc(NC(=O)C2Cc3c(-c4cccc(F)c4)ccnc3O2)cn1 (stereo not given)	2	-0.2	23	8	8	-0.8	6	7	0
COc1ccc(-c2cc(=O)c3cc(OC)ccc3[nH]2)cc1	0	-0.3	-4	3	14	·	-20	-14	-1
Cc1ccc(OCC(=O)NCCNC(=O)c2cnccn2)cc1C	6	0.7	-5	3	-1	0.0	-104	2	0
CCCCNC(=O)CCn1nc(-c2ccc(Cl)cc2)c2ccccc2c1=O	0	0.1	9	-5	4	-0.9	8	10	-1
CCc1ccc(OC2(C)CCN(Cc3ccccc3OC(F)F)C2)cc1 (stereo not given)	0	-0.3	15	11	-22	0.0	-6	-7	-2

Reprinted from the results shown (3 entries):
SMILES	MT1-MMP act inh	TbMetRS inhib	FAS TE block	SKN-1 block	MLLE-PAM2 inh	MsrA inh	CendR NRP1 mod	E coli Lon inh	bovine MsrA act
Cc1ccc(NC(=O)Nc2ncnc3nc[nH]c23)cc1	0	-0.8	-22	-4	9	1.5	11	5	-3
Cn1cc(CC(=O)NCCCN2CCCC2=O)c2ccccc21	3	-0.8	-9	0	-1	-0.7	-2	2	-6
COc1ccc(NC(=O)C2Cc3c(-c4cccc(F)c4)ccnc3O2)cn1 (stereo not given)	2	-0.2	23	8	8	-0.8	6	7	0

Screening data (PubChem BioAssay)
